Screens: PubChem, several laboratories
aDG glyco up – increases alpha dystroglycan glycosylation; Pro5-aDG cells, alpha-DG glycosylation AlphaScreen (IIH6); 0% Pro5, 100% B10-LARGE cell signal; activation, % at 10 µM; 360,000 compounds, 0.22% hits; AID 624168;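 active = activation of at least 8% versus controls, or a plate z-score of at least 8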;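 also: Pro5 are CHO cells carrying HIG-tagged alpha-DG that lacks glycosylation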
ABHD5-PLIN5 inh – inhibitors of human ABHD5-perilipin-5 interaction; Q00G26+Q8WTS1; Split G. princeps luciferase complementation, luminescence, 4 h; inhibition, % at 4 µM; 360,000 compounds, 0.78% hits;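 active = inhibition above the mean inhibition across every tested compound plus 3 SD, cut at about 22% in these data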;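 also: 0% = DMSO only wells and the 100% control is not disclosed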
ABCB6 inh MLPCN – human ABCB6 transporter inhibition; fluorescence ratio to DMSO, % at 10 µM; 360,000 compounds, 0.19% hits; Q9NP58; K562-ABCB6 porphyrin accumulation, flow cytometry, 1 h; hits give low values; AID 602162;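 active = fluorescence ratio to DMSO below 75%, the collection mean minus 3 SD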;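 also: signal is porphyrin accumulated inside mitochondria; 100% equals median channel fluorescence of DMSO control wells; lower ratio means ABCB6 inhibition with less porphyrin fluorescence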
Target sequence (Q9NP58 whole entry, looked up): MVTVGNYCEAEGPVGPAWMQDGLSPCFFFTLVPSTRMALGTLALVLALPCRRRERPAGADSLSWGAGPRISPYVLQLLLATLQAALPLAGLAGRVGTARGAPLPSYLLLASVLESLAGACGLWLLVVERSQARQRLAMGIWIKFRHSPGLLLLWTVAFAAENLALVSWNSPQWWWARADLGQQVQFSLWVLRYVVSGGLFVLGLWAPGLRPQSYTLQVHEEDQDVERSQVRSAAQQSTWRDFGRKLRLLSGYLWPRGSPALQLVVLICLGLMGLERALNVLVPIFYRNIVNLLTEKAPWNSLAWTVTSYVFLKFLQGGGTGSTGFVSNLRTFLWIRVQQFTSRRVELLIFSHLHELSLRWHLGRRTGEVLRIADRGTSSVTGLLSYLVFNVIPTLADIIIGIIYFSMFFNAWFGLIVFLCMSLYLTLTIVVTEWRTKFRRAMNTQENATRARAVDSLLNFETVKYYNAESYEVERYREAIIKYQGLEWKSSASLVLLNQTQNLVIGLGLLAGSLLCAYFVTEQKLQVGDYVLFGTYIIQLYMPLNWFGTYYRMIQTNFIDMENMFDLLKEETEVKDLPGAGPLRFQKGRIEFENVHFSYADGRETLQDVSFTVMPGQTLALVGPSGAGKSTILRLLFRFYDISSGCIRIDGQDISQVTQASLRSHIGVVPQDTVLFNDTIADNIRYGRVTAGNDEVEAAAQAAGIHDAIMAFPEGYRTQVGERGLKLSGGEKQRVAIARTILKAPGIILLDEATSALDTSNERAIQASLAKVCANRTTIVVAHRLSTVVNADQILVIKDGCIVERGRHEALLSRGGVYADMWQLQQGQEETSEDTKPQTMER
H9c2 protect – protects H9c2 cardiomyocytes from peroxide injury. protection from H2O2 cell death, % at 20 µM. H2O2 injury protection, ATPLite, 2 h. 360,000 compounds, 0.63% hits;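 active = compounds giving at least 50% protection of heart cells from peroxide-induced death in the single-dose screen, raw or plate-pattern-corrected value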;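 also: 0% = DMSO wells with peroxide and 100% = DMSO wells without peroxide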
Exocytosis inh – lytic granule exocytosis inhibition. TALL-104 LAMP-1 surface exposure, flow cytometry; cells stimulated with thapsigargin and PMA. inhibition, % at 10 µM. 360,000 compounds, 0.66% hits. AID 651702;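 active = inhibition above about 55%, limit read from the data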
Glyco luc inh – N-linked glycosylation inhibition. D54 ERlucT glycosylation luciferase reporter, 24 h; percent of 100 nM tunicamycin response. reporter increase, % at 12.5 µM. 360,000 compounds, 0.23% hits;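 active = mean luciferase reporter signal, scaled so untreated is 0 and the glycosylation-blocking control 100, at or above a set limit in every replicate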;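 also: luciferase carries N-glycosylation sites so blocking glycosylation raises the light; 0% = median of neutral control wells and 100% = median of 100 nM tunicamycin wells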
hiPSC survival – hiPSC single-cell survival enhancement; ATPlite luminescence; 100% = ROCK inhibitor wells, 0% = DMSO; survival enhancement, % at 20 µM; 360,000 compounds, 0.044% hits; in the data active = survival enhancement above about 18%;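 also: cells exposed to compounds for 16 hours before the ATP read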
m5-HT2A agonist – agonists of mouse serotonin 5-HT2A receptor (HTR2A); P35363; CHO-K1 mHTR2A beta-arrestin complementation, luminescence; percent of 30 µM serotonin response; activation, % at 7.6 µM; 360,000 compounds, 0.66% hits;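 active = activation above a run cutoff, the mean activation of all tested compounds plus 3 SD, cut at about 14% in these data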;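 also: 0% = plate median of compound wells and 100% = 30 µM serotonin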
MC4R barr agon – human MC4R agonism via beta-arrestin. P32245. U2OS MC4R beta-arrestin complementation, luminescence; percent of melanotan II response, DMSO zero. 360,000 compounds, 0.98% hits. activation, % at 8.9 µM. AID 540308;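 active = activation above a per-plate cutoff, the mean activation of sample wells on that plate plus 3 SD, cut at about 8% in these data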
MC4R antagonist – blocks human MC4R cAMP signaling; P32245; MC4R-expressing cells, MTII-stimulated cAMP, LANCE TR-FRET; inhibition, % at 6.5 µM; 360,000 compounds, 0.48% hits; AID 540295;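 active = inhibition above its plate's cutoff, the mean of tested wells on that plate plus 3 SD, cut at about 29% in these data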;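 also: 0% = Melanotan II alone and 100% = Melanotan II plus saturating MCL0020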
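Assay system: human MC4R-expressing U2OS cells; reagent: Melanotan II stimulation of cells; dosing: 6.5 µM single dose; timing: compound 30 min, challenge 1 h, detection 1 h; signal: TR-FRET cAMP assay; replicates: one well per compound, no replicates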
Numbers without * were called inactive; / = not tested or not shown.

SMILES	aDG glyco up	ABHD5-PLIN5 inh	ABCB6 inh MLPCN	H9c2 protect	Exocytosis inh	Glyco luc inh	hiPSC survival	m5-HT2A agonist	MC4R barr agon	MC4R antagonist
Cc1cc(CN(C)C(=O)CCc2nnc(Cc3cccc(C(F)(F)F)c3)o2)on1	0.8	-2	96	3	-6	-2	1.9	-3	-3.1	0
CN(C)CCCOC(=O)c1cc2ccccc2o1	0.2	7	90	4	-3	-1	-0.1	-3	-0.8	7
O=C1CSC2(N1)C1CC3CC(C1)CC2C3 (stereo unspecified)	-0.2	-6	95	2	3	0	-0.6	-2	-3.2	1
O=C(c1ccc(N2CCCC2=O)cc1)N1CCN(c2ccc(Cl)cc2)CC1	0.0	-1	96	-4	-3	1	-0.3	1	-0.3	0
Cc1cc(C)c(NC(=O)C2CC(=O)N(C(C)C)C2)c(C)c1 (stereo unspecified)	0.0	-1	104	1	-9	1	-0.4	3	-0.4	4
CCOC(=O)C1CCN(S(=O)(=O)c2ccc(C(=O)OC)cc2)CC1	0.0	-4	98	-6	-2	1	5.1	-3	0.0	13
CCN(CC)P(=O)(/C(Cl)=C\Nc1c(C)n(C)n(-c2ccccc2)c1=O)N(CC)CC	0.1	3	94	5	-6	1	-3.2	1	1.3	26
Cc1ccc2nc(CCc3nc4ccc(C)cc4[nH]3)[nH]c2c1	-0.1	2	103	1	-3	3	0.2	-8	0.5	11
CC1(NC(=O)C2CCCCC2)CCS(=O)(=O)C1 (stereo unspecified)	-0.1	0	102	0	0	2	-0.2	1	-1.7	13
Cc1cccc(-c2noc(CN(C)C(=O)c3ccco3)n2)c1	0.1	4	96	-6	-7	2	-0.2	3	-1.4	13
CCCCn1c(NCc2ccc(N(C)C)cc2)nc2ccccc21	0.1	-1	98	-6	2	-3	0.1	-7	-2.2	0
CC(=O)N/C(=C\c1ccccc1)C(=O)OCC(=O)N1CCCCCC1	0.5	18	104	5	4	1	-0.1	3	1.6	-6
CC(=O)NC1C(=O)N(CCN2CCOCC2)c2ccc(C)cc21 (stereo unspecified)	0.0	4	93	11	2	0	0.0	0	-3.5	1
COCCNC(=O)C(OC(=O)c1cccs1)c1ccccc1 (stereo unspecified)	-0.1	0	100	-4	0	1	-2.0	3	-0.3	6
CCOC(=O)[C@H]1NN=C(C(=O)OC)[C@@H]1c1ccccc1	-0.1	4	93	10	-6	4	2.6	1	1.0	-5
Cn1nc(C(=O)N2CCOCC2)c2ccccc2c1=O	0.0	-2	99	8	2	0	-1.9	-4	-0.7	1
COc1cc(NC(=O)CSc2nnc(-c3cc(C)on3)o2)cc(OC)c1	0.1	8	93	-1	-4	0	-0.6	3	0.2	7
C/C(CC(=O)Nc1cc(C)ccn1)=N\NC(=O)c1ccc(C(C)(C)C)cc1	0.0	10	104	-1	8	2	0.6	12	-1.4	-1
CCOC(=O)C1CCCN(C(=O)C2CCN(S(=O)(=O)c3cnc[nH]3)CC2)C1 (stereo unspecified)	-0.1	1	85	5	-1	2	1.2	5	-0.6	1
CCCC(=O)Nc1ccc(S(=O)(=O)Nc2cc(OC)nc(OC)n2)cc1	-0.1	9	109	2	-3	-1	0.4	1	-1.7	10
CC1CCCCC1NC(=O)COC(=O)c1ccc2c(c1)OCCO2 (stereo unspecified)	-0.2	-5	92	-2	0	-1	3.1	2	-0.6	0
CS(=O)(=O)c1ccc(-c2nnn(CC(N)=O)n2)cc1	0.3	-4	104	3	0	5	-0.1	4	-0.6	0
COc1cc(CNn2cn[nH]c2=S)cc(Cl)c1OCc1ccc(F)cc1	-0.2	-7	105	-4	3	0	-0.5	3	1.1	25
CCOC(=O)C1=CCN(S(=O)(=O)c2ccccc2F)C1c1ccc(Cl)c(Cl)c1 (stereo unspecified)	-0.2	-1	101	-4	-3	4	2.1	-6	/	/
COc1cc(OC)cc(-c2c(-c3cccs3)c3cc(-c4ccc(N(C)C)nc4)ccc3n2C)c1	-0.7	-7	99	-10	-3	-1	6.7	2	-0.7	1
COc1ccc(S(=O)(=O)N2CCCC2CNC(=O)C(=O)NCc2cccs2)cc1 (stereo unspecified)	-0.1	4	92	-6	-8	-2	-0.5	8	-2.2	2
COc1ccccc1NC(=O)CSc1nc(=O)n(CCN(C)C)c2c1CCCC2	0.1	6	102	3	9	-1	0.2	0	-2.2	4
Cn1c(SCc2nc3ccccc3s2)nnc1-c1cccs1	0.1	2	112	-12	-3	5	-1.3	-2	1.1	2
Cc1c(Cc2ccccc2)c(=O)oc2c(C)c(OCC(=O)N[C@@H](Cc3ccccc3)C(=O)O)ccc12	0.1	7	100	1	4	2	-1.4	2	0.7	-5
CCOC(=O)Cc1csc(NC(=O)COc2ccccc2OCC)n1	0.5	1	99	2	0	-1	3.2	-5	0.2	-1
Cc1ccc(C(N)=O)cc1S(=O)(=O)Nc1cccc(C)c1C	0.2	2	100	-4	42	0	-0.6	1	-1.4	4
Brc1ccc(C2=Nc3cccc4cccc(c34)N2)o1	0.0	-1	100	-8	-3	3	-1.6	-3	-1.7	3
CCN(CC)C(=O)N1CCc2ccccc2C1CN1C(=O)c2ccccc2C1=O (stereo unspecified)	-0.2	1	95	4	4	0	7.6	2	-1.6	5
O=C(CCN1C(=O)c2ccccc2C1=O)OCN1C(=O)c2ccccc2C1=O	-0.1	-4	200	1	17	2	2.0	-5	-0.7	-2
Cc1csc(=O)n1CC(=O)OCC(=O)Nc1cc(Cl)ccc1[N+](=O)[O-]	0.7	4	91	-2	0	-2	-0.2	11	-1.1	-1
CCOC(=O)c1sc2nc(C)nc(SC(C)C(=O)N(C)c3ccccc3)c2c1C (stereo unspecified)	-0.2	-7	91	9	-2	-1	-0.5	-6	0.9	3
CCCCc1ccc(NC(=S)Nc2ccc(Cl)c(S(=O)(=O)N(C)C)c2)cc1	-0.1	-3	97	-16	-6	-1	-2.8	-3	0.7	5
CNC(=S)N(Cc1ccco1)Cc1cc2cc(OC)c(OC)cc2[nH]c1=O	0.2	1	93	30	-1	4	-0.5	1	-1.0	1
C=CCNc1nc(Nc2ccc(OC)cc2OC)nc(OCC)n1	0.4	-6	98	12	-3	-4	-0.3	0	-3.0	-1
Nc1c(-c2ccc(Cl)cc2)cnc2ncnn12	-0.2	1	95	-2	10	1	-0.8	-4	-0.7	7
COC(=O)[C@H](CCSC)NC(=O)Cn1cc(C)c(=O)[nH]c1=O	0.6	-2	102	-4	-2	2	2.3	1	0.8	2
O=C(NC(=S)Nc1ccc(S(=O)(=O)N2CCCC2)cc1)c1cccs1	-0.3	1	105	-4	-1	-5	2.0	-3	-1.7	4
CCc1ccc(NC(=O)NC(C)c2ccc3c(c2)OCO3)cc1 (stereo unspecified)	0.4	2	95	-7	3	-5	-0.2	-4	-1.1	12
CCCOc1c(Br)cc(C(=O)OCC(=O)NC2CC2)cc1OC	0.0	0	99	-3	0	2	-0.6	-14	-4.4	17
CCOc1ccccc1NC1=C(Cl)C(=O)N(Cc2ccccc2)C1=O	-0.2	-1	92	-10	-1	5	1.2	-3	1.9	5
COC(=O)C1CCN(S(C)(=O)=O)CC1	-0.1	1	97	7	0	-1	4.8	1	3.6	6
Cc1ccc2c3c(c(SCC(=O)Nc4nonc4C)nc2c1)CCCC3	0.1	3	76	-14	0	0	-1.7	11	4.5	7
COC(=O)c1ccccc1NC(=O)CNC(=O)c1ccco1	0.0	6	99	5	0	1	3.8	-1	-1.2	18
CC12CCC(=O)N1C(C(=O)Nc1cc(C(F)(F)F)ccc1N1CCCCC1)CS2 (stereo unspecified)	-0.1	-10	100	-1	11	-3	0.2	-5	-2.9	13
C[C@@H]1CN([C@H](C)CO)C(=O)CCCn2cc(nn2)CO[C@H]1CN(C)C(=O)Nc1cccc(Oc2ccccn2)c1	-0.1	1	102	4	-4	2	-0.7	6	1.0	9
O=C(Nc1cc(C(F)(F)F)ccc1N1CCOCC1)c1ccc(Br)o1	-0.1	13	93	-6	9	-2	-1.6	-3	3.3	18
Cc1ccc(OCC(=O)Nc2cc(C(=O)O)cc(C(=O)O)c2)cc1C	-0.2	1	94	2	-2	1	-0.7	0	-2.0	10
CCOC(=O)c1c(C)[nH]c(C(=O)OCC(=O)N(CC)c2c(N)n(Cc3ccccc3)c(=O)[nH]c2=O)c1C	0.1	-2	99	25	-4	2	1.6	1	-1.2	0
Cc1cc(C)nc(N2CCC(C(=O)NCC3CCCCC3)CC2)n1	-0.1	-9	98	-4	-1	0	1.8	2	-0.7	20
O=C(O)CSc1nnc(CNc2ccc(Cl)cc2)n1Cc1ccccc1	-0.2	-3	99	-1	1	3	-2.4	-1	0.0	3
CC(C)c1ccc(NC(=O)C2Cc3c(-c4ccccc4Oc4ccccc4)ccnc3O2)cc1 (stereo unspecified)	-0.1	-3	96	-6	-2	-10	-0.9	-2	-2.3	4
Cc1ccc(-c2n[nH]c(=O)c3ccccc23)cc1S(=O)(=O)NCCN1CCOCC1	-0.1	0	96	49*	3	0	0.1	2	-2.5	-3
N#Cc1ccccc1NC(=O)COc1ccccc1C(=O)Nc1ccccc1	-0.2	15	99	-6	-3	-3	1.6	-1	0.0	1

By substructure, the entries above with an NH in an aromatic ring.
SMILES	aDG glyco up	ABHD5-PLIN5 inh	ABCB6 inh MLPCN	H9c2 protect	Exocytosis inh	Glyco luc inh	hiPSC survival	m5-HT2A agonist	MC4R barr agon	MC4R antagonist
Cc1ccc2nc(CCc3nc4ccc(C)cc4[nH]3)[nH]c2c1	-0.1	2	103	1	-3	3	0.2	-8	0.5	11
CCOC(=O)C1CCCN(C(=O)C2CCN(S(=O)(=O)c3cnc[nH]3)CC2)C1 (stereo unspecified)	-0.1	1	85	5	-1	2	1.2	5	-0.6	1
COc1cc(CNn2cn[nH]c2=S)cc(Cl)c1OCc1ccc(F)cc1	-0.2	-7	105	-4	3	0	-0.5	3	1.1	25
CNC(=S)N(Cc1ccco1)Cc1cc2cc(OC)c(OC)cc2[nH]c1=O	0.2	1	93	30	-1	4	-0.5	1	-1.0	1
COC(=O)[C@H](CCSC)NC(=O)Cn1cc(C)c(=O)[nH]c1=O	0.6	-2	102	-4	-2	2	2.3	1	0.8	2
CCOC(=O)c1c(C)[nH]c(C(=O)OCC(=O)N(CC)c2c(N)n(Cc3ccccc3)c(=O)[nH]c2=O)c1C	0.1	-2	99	25	-4	2	1.6	1	-1.2	0
Cc1ccc(-c2n[nH]c(=O)c3ccccc23)cc1S(=O)(=O)NCCN1CCOCC1	-0.1	0	96	49*	3	0	0.1	2	-2.5	-3

This is a random part of the collection; 4.5% or so of the library scored in one or more.
